Screening results (PubChem BioAssay)
MCL1-BIM inh: inhibitors of MCL1 binding to BIM-BH3, primary screen, biochemical, fluorescence polarization; AID 2057, 2009; Induced myeloid leukemia cell differentiation protein Mcl-1 (Homo sapiens), Q07820; actives 0.68% (n = 320,000); inhibition, % at 10.9 µM; GST-MCL1 / FITC-Bim-BH3 fluorescence polarization;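 active means inhibition above the mean inhibition of all tested compounds plus 3 SD, set per campaign, cut at about 40% in these data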;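 further: 0% = DMSO wells and 100% = unlabeled Bim-BH3 peptide control; higher means more loss of mP so more displacement of Bim peptide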
Target sequence (Q07820 whole entry, looked up): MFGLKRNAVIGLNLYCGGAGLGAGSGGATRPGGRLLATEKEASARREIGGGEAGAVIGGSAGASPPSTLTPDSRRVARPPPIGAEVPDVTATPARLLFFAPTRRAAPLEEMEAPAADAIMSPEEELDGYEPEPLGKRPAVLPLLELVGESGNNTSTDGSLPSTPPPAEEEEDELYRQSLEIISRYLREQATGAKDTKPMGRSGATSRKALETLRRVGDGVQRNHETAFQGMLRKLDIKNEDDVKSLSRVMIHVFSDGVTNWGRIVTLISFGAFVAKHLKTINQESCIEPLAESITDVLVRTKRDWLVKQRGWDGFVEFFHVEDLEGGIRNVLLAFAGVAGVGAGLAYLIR
Efflux pump mplx: inhibitors of Candida efflux pumps in yeast, primary screen, S. cerevisiae, Nile Red, multiplex; actives 0.44% (n = 330,000); AID 485275, 2010; S. cerevisiae Candida pump triplex; inhibition, % at 10 µM;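 active means plate passing quality check with inhibition over a set limit, or well fluorescence over plate mean plus 4 SD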;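 further: Nile Red retained in pooled yeast measured as flow cytometry median fluorescence; 0% = buffer negative control and 100% = Enniatin B positive control; higher means more Nile Red kept so more efflux inhibition; some compounds called inactive have numbers as strong as hits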
GLD-1 RNA inh: GLD-1/TGE RNA complex disruptors, primary screen, biochemical, fluorescence polarization. purified GLD-1 + fluorescein TGE RNA. inhibition, % at 5.96 µM. actives 0.44% (n = 320,000). Female germline-specific tumor suppressor gld-1 (Caenorhabditis elegans), Q17339;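 active means percent inhibition above a per-plate cutoff, the plate mean of test compounds plus 3 SD, cut at about 30% in these data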;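 further: 0% = DMSO wells with GLD-1 and probe and 100% = wells lacking GLD-1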
Yeast superoxide: reduction of superoxide in aged yeast, primary screen, HTS. S. cerevisiae aged cells, superoxide DHE fluorescence; active compounds read low. superoxide response (% of plate mean), % at 10 µM. actives 0.18% (n = 330,000). AID 2690, 2010;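 active means superoxide response under a set limit, about three screen SD below normal, cut at about 65% in these data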;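 further: yeast aged for seven days with compound at 30 °C before DHE staining; 100% = average MFI of all compound-treated wells on the plate with controls excluded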
Fam108B inh: mouse Fam108B serine hydrolase inhibitors, primary screen, counter-screen for RBBP9 inhibitor project, biochemical, fluorescence polarization; recombinant Fam108B, FP-Rh probe fluorescence polarization; inhibition, % at 9.51 µM; actives 0.33% (n = 300,000); AID 1947, 2009;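 active means inhibition above the screen mean inhibition plus 3 SD, computed separately per campaign, cut at about 18% in these data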;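 further: inhibitors lower polarization as less probe binds the enzyme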
EBNA-1 inh: EBNA-1 DNA-binding inhibitors, primary screen, biochemical, fluorescence polarization. inhibition, % at 14.8 µM. actives 0.34% (n = 300,000). AID 1950, 2009; in the data active means inhibition above about 28%
MEX-5 binding: MEX-5 zinc finger RNA-binding disruptors – biochemical, C. elegans, fluorescence polarization, MLPCN library, primary screen. Zinc finger protein mex-5 (Caenorhabditis elegans), Q9XUB2. MEX-5/FITC-TCR2 RNA binding; active compounds read low. activity score (negative = inhibition of binding), % at 10 µM. actives 0.38% (n = 300,000);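 active means inhibition past about -25% in most replicates, and total fluorescence under double the plate's negative control median, limit read from the data; inconclusive means replicates evenly split on the limit, or fluorescence at least double controls; inactive means too little inhibition in most replicates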;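 further: 0% = DMSO and -100% = 5 µM competing unlabeled TCR2 RNA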
Target sequence (Q9XUB2 whole entry, looked up): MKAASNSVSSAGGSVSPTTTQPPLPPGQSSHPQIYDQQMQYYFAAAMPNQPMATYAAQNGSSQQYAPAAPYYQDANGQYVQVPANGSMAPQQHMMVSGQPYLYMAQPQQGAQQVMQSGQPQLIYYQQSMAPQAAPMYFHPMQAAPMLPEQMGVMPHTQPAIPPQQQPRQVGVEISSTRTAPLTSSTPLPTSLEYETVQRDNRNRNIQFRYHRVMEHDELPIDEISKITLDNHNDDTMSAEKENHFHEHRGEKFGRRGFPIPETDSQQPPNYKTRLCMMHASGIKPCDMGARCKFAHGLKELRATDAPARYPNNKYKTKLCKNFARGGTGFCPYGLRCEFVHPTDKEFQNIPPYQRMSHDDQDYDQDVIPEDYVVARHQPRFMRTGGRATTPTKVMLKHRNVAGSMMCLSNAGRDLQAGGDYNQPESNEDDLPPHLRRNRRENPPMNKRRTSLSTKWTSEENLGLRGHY
BCLXL inh: inhibitors of human Bcl-xL, primary screen, biochemical, fluorescence polarization, HTS | AID 2129, 2009 | actives 0.7% (n = 320,000) | GST-Bcl-xL / FITC-Bim BH3 peptide fluorescence polarization | inhibition, % at 10.9 µM;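 active means inhibition above the mean of all tested compounds plus 3 SD, cutoff set per campaign, cut at about 30% in these data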;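 further: 0% = DMSO wells and 100% = unlabeled Bim-BH3 peptide competitor; inhibitors lower millipolarization by displacing the labeled peptide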
Target sequence (Q07817 whole entry, looked up): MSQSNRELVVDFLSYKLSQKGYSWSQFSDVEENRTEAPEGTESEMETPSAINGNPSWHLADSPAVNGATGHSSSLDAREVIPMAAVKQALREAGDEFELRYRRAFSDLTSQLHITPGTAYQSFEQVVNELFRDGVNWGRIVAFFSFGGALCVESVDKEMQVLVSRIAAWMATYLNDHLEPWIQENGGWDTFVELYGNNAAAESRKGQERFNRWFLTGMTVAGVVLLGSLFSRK
ZTA DNA inh: counter-screen for EBNA-1 inhibitors: inhibitors of Epstein-Barr virus ZTA | AID 2234 | actives 0.15% (n = 320,000) | ZTA-DNA binding, fluorescence polarization | P03206 | inhibition, % at 11 µM; in the data active means inhibition above about 33%
* marks the source's active call; other numbers are inactive results; ? = inconclusive; · = not tested or not shown.

Second line of a record – MCL1-BIM inh	Efflux pump mplx	GLD-1 RNA inh	Yeast superoxide	Fam108B inh	EBNA-1 inh	MEX-5 binding	BCLXL inh	ZTA DNA inh
1. O=C(CN1C(=O)CCSc2ccc(S(=O)(=O)N3CCCC3)cc21)Nc1ccccc1
 : 10	-0.1	2	93	5	-7	-0.8	2	-24
2. CN1CCCCCC1=Nc1ccc([N+](=O)[O-])cc1
 : 11	-0.1	6	93	6	6	-0.3	8	-5
3. CCc1ccccc1NC(=O)CN1CCN(C(=O)CNC(=O)c2ccc(-c3ccccc3)cc2)CC1
 : 0	-0.2	3	88	·	·	·	3	-6
4. C#CCOCCOCCOCCNc1nc(N2CCN(C(=O)[C@H]([C@@H](C)CC)n3cc([C@@H](N)CC(C)C)nn3)CC2)nc(N2CCN(C(=O)[C@H](CCCCN)n3cc([C@@H](N)CC(C)C)nn3)CC2)n1
 : 7	0.2	1	103	2	6	0.1	10	6
5. CC(Cc1cccs1)NC(=O)Nc1ccc([N+](=O)[O-])cc1 (stereo not drawn)
 : 7	0.2	-6	97	-2	-8	0.2	1	-15
6. Cc1cc(Cl)ccc1NC(=S)NCCc1ccc(Cl)cc1
 : 20	0.1	0	103	2	-1	2.4	7	-27
7. COCCN(C(=O)c1cc2c(s1)CCC2)c1c(N)n(CC(C)C)c(=O)[nH]c1=O
 : 29	-0.2	6	94	·	·	·	1	-10
8. Cc1cc(=O)oc2cc(OCC(=O)NCC3CCCO3)ccc12 (stereo not drawn)
 : 7	0.0	-9	111	4	-6	1.8	-2	-4
9. CCc1nnc(NC(=O)COc2ccc3ccccc3c2)s1
 : -3	0.0	1	109	0	-7	0.0	2	-17
10. CC(=O)Nc1ccc(S(=O)(=O)N(Cc2cccnc2)Cc2cc3ccc(C)cc3[nH]c2=O)cc1
 : 5	-0.3	2	92	-1	3	-3.8	7	6

Further records
Second line of a record – MCL1-BIM inh	Efflux pump mplx	GLD-1 RNA inh	Yeast superoxide	Fam108B inh	EBNA-1 inh	MEX-5 binding	BCLXL inh	ZTA DNA inh
11. CC1(C)CC(=O)C2=C(C1)OC(c1ccncc1)C(C#N)=C2N (stereo not drawn)
 : 7	-0.2	12	93	-2	4	-4.1	3	-17
12. COc1ccc(NC(=O)c2ccc(-c3ccc(-c4noc(C)n4)cc3C)cc2)cc1N1CCN(C)CC1
 : -2	0.0	-1	116	6	-2	·	3	-10
13. CC1CCCN(c2ccc(C(=O)NCc3cccs3)cn2)C1 (stereo not drawn)
 : 0	-0.1	7	103	-1	-7	0.5	3	-13
14. CCN(CC)C(=O)CSc1nnc(CCCCCNC(=O)OC(C)(C)C)o1
 : 0	-0.1	3	83	1	-2	-1.1	2	1
15. O=C(NNC(=O)C12CC3CC(CC(C3)C1)C2)c1ccccn1
 : 6	-0.1	3	101	3	-7	·	5	4
16. COc1ccccc1CNC(=O)C1CCC(CNc2c(N3CCC(C)CC3)c(=O)c2=O)CC1 (stereo not drawn)
 : 1	0.1	4	97	0	-14	-0.9	3	-18
17. CCOC(CNC(=O)c1ccc(N2CCc3ccccc32)c([N+](=O)[O-])c1)OCC
 : 5	-0.2	-3	95	3	9	-3.9	7	-13
18. CCN1CCN(C(=S)Nc2ccc3nc(N4CCN(C)CC4)cc(C)c3c2)CC1
 : 15	0.9	2	109	-6	-2	3.1	7	-11
19. O=C(Nc1ccccc1F)c1ccc(Cn2cc(Br)cn2)cc1
 : -6	0.1	-1	113	-4	-6	0.2	-11	-11
20. Clc1ccc(CNCCCSc2ncccn2)cc1
 : -6	-0.1	6	96	3	8	-3.0	6	3

Additional compounds:
Second line of a record – MCL1-BIM inh	Efflux pump mplx	GLD-1 RNA inh	Yeast superoxide	Fam108B inh	EBNA-1 inh	MEX-5 binding	BCLXL inh	ZTA DNA inh
21. Cc1ccc(CSCCNC(=O)c2ccc(NS(C)(=O)=O)cc2)cc1
 : 2	-0.1	-6	111	3	11	3.2	4	-9
22. Cc1cc(N)n2ncc(-c3cccc(Br)c3)c2n1
 : -1	0.1	-1	97	10	-7	·	4	-6
23. O=C(NCc1ccccc1)c1ccc2c(c1)S(=O)(=O)c1cc(Cl)ccc1C2=O
 : -2	-0.4	-1	117	·	·	·	3	-3
24. CCOC(=O)c1c(NC(=O)C2COc3ccccc3O2)sc(C(C)=O)c1C (stereo not drawn)
 : 12	0.0	1	101	5	8	-1.3	8	-3
25. COc1cc(CN2CCNC(=O)C2CC(=O)NC2CCC2)cc(OC)c1 (stereo not drawn)
 : 6	0.0	1	93	-1	3	-4.2	6	3
26. O=[N+]([O-])c1ccccc1S(=O)(=O)N1CCN(Cc2ccc3c(c2)OCO3)CC1
 : 2	-0.3	-3	111	2	8	2.4	9	14
27. CCOc1ccc(N2C(=O)S/C(=C\c3cccn3C)C2=O)cc1
 : -14	0.0	0	94	0	-1	-30*	-4	-5
28. O=C(Nc1cccc(O)c1)C(=O)Nc1ccccn1
 : -27	-0.2	-7	107	0	-10	-0.7	-8	-3
29. COc1cc2c(cc1OC)C(c1ccccc1OC(C)C)CC(=O)N2 (stereo not drawn)
 : -4	0.2	10	100	-2	0	-2.1	0	-8
30. O=C(O)CC(NC(=O)COc1ccccc1)c1cccc([N+](=O)[O-])c1 (stereo not drawn)
 : -4	0.2	-3	110	-2	-8	2.2	2	0

(further entries)
Second line of a record – MCL1-BIM inh	Efflux pump mplx	GLD-1 RNA inh	Yeast superoxide	Fam108B inh	EBNA-1 inh	MEX-5 binding	BCLXL inh	ZTA DNA inh
31. NS(=O)(=O)c1ccc(CCNC(=O)c2cccc(OC(F)F)c2)cc1
 : -1	0.0	5	105	1	2	1.6	1	4
32. O=C(NCC1OCCc2ccccc21)c1ccco1 (stereo not drawn)
 : 7	0.0	6	104	-3	7	2.5	4	11
33. CN(C)S(=O)(=O)c1ccc(N2CCCC2)c(C(=O)N2CCC(C(N)=O)CC2)c1
 : 3	-0.1	8	85	-1	-9	-1.0	4	2
34. Cc1cc(Cl)nc(-c2ccccc2O)n1
 : 6	0.0	0	80	-2	0	2.0	4	-15
35. COC(=O)CSc1nnc(-c2ccccn2)n1N
 : -6	-0.1	10	100	-3	-3	0.9	-1	1
36. FC(F)(F)c1cc(CCN2C(=S)NC[C@@H]2CC2CCCCC2)cc(C(F)(F)F)c1
 : 5	-0.1	9	100	-7	15	-0.9	5	12
37. COC(=O)c1ccc(NC(=S)NC2CCCCC2)cc1
 : 4	0.2	10	110	-3	2	2.6	4	7
38. O=C1C=C(c2ccccc2)C[C@@H](c2ccc3c(c2)OCO3)C1
 : 10	-0.2	2	106	·	·	·	6	-10
39. Cc1ccccc1CCN1CCCC(CN(C)CC(C)(C)C)C1 (stereo not drawn)
 : 4	0.0	6	94	6	0	0.4	3	8
40. Cn1c(=O)c2c(ncn2CC(=O)N2CCc3ccccc3C2)n(C)c1=O
 : -1	0.0	-3	94	3	12	1.7	0	6

Later entries.
Second line of a record – MCL1-BIM inh	Efflux pump mplx	GLD-1 RNA inh	Yeast superoxide	Fam108B inh	EBNA-1 inh	MEX-5 binding	BCLXL inh	ZTA DNA inh
41. Cc1ccc(NC(=O)CCc2ccc(C)o2)cc1
 : 5	-0.1	5	79	0	1	-0.5	4	-2
42. Cn1c(Nc2ccc(Cl)cc2)cc(=O)n(C)c1=O
 : 0	0.0	3	94	0	12	1.4	3	10
43. COc1ccc(-n2c(=O)c(CCC(=O)NCCc3ccccc3F)nc3ccccc32)cc1
 : 1	0.2	3	96	·	·	·	4	2
44. COc1cc(S(=O)(=O)N2CCOCC2)ccc1NC(=O)CN1c2cccc3cccc(c23)S1(=O)=O
 : 9	-0.1	6	107	2	0	2.8	11	-4
45. CC(=O)Nc1ccc(NC(=O)CCCSc2nc3ccccc3[nH]2)cc1
 : 0	0.0	-1	99	-2	0	1.5	-7	14
46. CCCN1CNc2c(c(=O)[nH]c(=S)n2CCc2ccccc2)C1
 : 4	0.0	0	92	6	4	·	1	12
47. COc1cccc2[nH]c(C(=O)NCCCN3CCCC3=O)cc12
 : 0	-0.1	7	116	-2	-2	1.5	2	-8
48. Cc1ccc(/C(O)=C/c2nc3ccccc3oc2=O)cc1
 : -1	0.0	1	102	0	-3	?	-9	9
49. Cc1ccc(CNC(=O)CNC(=O)[C@@H]2Cc3ccccc3CN2C(=O)OC(C)(C)C)cc1
 : -6	-0.1	1	109	-4	-1	1.0	-3	-6
50. COc1ccc(CCNCC(O)c2ccccc2)cc1 (stereo not drawn)
 : -3	0.1	12	92	2	-3	-1.9	1	-11

The list continues.
Second line of a record – MCL1-BIM inh	Efflux pump mplx	GLD-1 RNA inh	Yeast superoxide	Fam108B inh	EBNA-1 inh	MEX-5 binding	BCLXL inh	ZTA DNA inh
51. CCCNS(=O)(=O)c1cc(Br)cc2c1N(C(=O)CC)CC2
 : 1	-0.1	0	109	-3	-2	0.4	4	-2
52. O=S(=O)(c1cccc(-c2nnco2)c1)N1CCCC1
 : 2	0.2	-3	108	3	-1	·	6	-6
53. Cc1cc(C)c(NS(=O)(=O)c2ccc3c(c2)NC(=O)C(C)C(=O)N3)c(C)c1 (stereo not drawn)
 : 7	-0.1	4	118	-1	-13	4.8	6	8
54. CCCN1CCC(NCc2cn(C)nc2-c2ccc(Oc3ccccc3)cc2)CC1
 : 3	-0.1	5	100	-3	-4	-1.4	7	-2
55. CCOC(=O)c1[nH]c(C)c(C(=O)/C=C/c2ccc(C(=O)O)cc2)c1C
 : 7	0.0	3	104	-5	1	-2.8	8	15
56. CC(C)N1CCN(Cc2cnc(-c3ccccc3)s2)CC1CCO (stereo not drawn)
 : 11	-0.2	6	103	-1	2	0.6	9	-3
57. O=C(c1ccco1)N1CCN(S(=O)(=O)c2ccc(C3CCCCC3)cc2)CC1
 : 2	-0.2	3	94	-2	11	1.6	7	-8
58. OCCC1CN(Cc2ccc3ncccc3c2)CCN1Cc1ccccc1 (stereo not drawn)
 : -1	0.2	7	93	0	3	0.4	2	-13
59. CCN1CCN(C(=O)/C=C\C(=O)O)CC1
 : 1	-0.1	2	94	-1	2	-1.9	2	6
60. Cc1nc2ccccc2c2oc(C(=O)N3CCC(N4CCCCC4)CC3)cc12
 : 2	0.0	-16	99	-3	14	·	3	-13
61. O=S(=O)(NNc1ccc(Cl)nn1)c1ccc(F)cc1
 : -18	0.2	2	90	-4	-6	-0.2	-14	-8
62. C#CCNC(=O)C1=C[C@@H](c2ccc(C#C)cc2)C[C@@H](OCCCCO)O1
 : 9	-0.2	2	89	-3	1	-2.6	1	1
